# SUMO Mot1 rescue – yeast Mot1-301 growth rescue at high temperature, primary screen, SUMOylation pathway inhibitor project, S. cerevisiae, ATP luminescence, 38.5C. S. cerevisiae Mot1-301 growth rescue; percent above DMSO median, 100 means doubled. growth rescue, % at 18.8 µM. actives 1% (n = 320,000). AID 2716, 2010;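 active = every valid replicate shows activation above 250% relative to neutral control wells; inactive = the rest, any valid replicate at or below 250%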;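 note: OY570 slx delta 5 strain wells were the positive control but not used for scaling; some compounds called inactive have numbers as strong as hits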
# MOR-DOR ag – agonists of OPRM1-OPRD1 heterodimerization, primary screen, cell-based, luminescence; Mu-type opioid receptor (Homo sapiens) + Delta-type opioid receptor (Homo sapiens), …; cells; activation, % at 9.3 µM; actives 0.3% (n = 340,000); in the data active = activation above about 18%;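 note: 0% = vehicle-treated cells and 100% = reference agonist; values of inactives mirror those of a sister screen read the other way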
# Ecoli viability – E. coli V3065 growth inhibition, primary screen, counter-screen for AddAB inhibitor project, absorbance, OD600 | 18 h | inhibition, % at 11.9 µM | actives 0.27% (n = 330,000);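 active = inhibition above the campaign's mean inhibition across all tested compounds plus 3 SD, cut at about 9.9% in these data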;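 note: uninfected addAB+ strain grown without phage in ampicillin broth; 0% = DMSO wells and 100% = ciprofloxacin 0.95 µg/ml wells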
# PfHsp90 set2 – growth inhibition of PfHsp90-expressing yeast, primary screen, antimalarial PfHsp90 inhibitor project, S. cerevisiae, BacTiter-Glo luminescence, single point, set 2. actives 0.32% (n = 310,000). inhibition, % at 9.4 µM. BacTiter-Glo ATP, 48 h; yeast lacking PDR1 and PDR3 efflux regulators;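 active = every replicate shows inhibition above about 80%, whatever the replicate mean, limit read from the data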;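 note: 0% = DMSO neutral controls and 100% = 20 µM radicicol positive controls; yeast relying on Plasmodium falciparum Hsp90 in place of its own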
# HTR5A inv ctr – HTR5A inverse agonists in luminescence cell assay, primary screen, counter-screen for OPRM1-OPRD1 heterodimer inverse agonist project, full-deck HTS; HTR5A cell line, inverse agonism; inhibition, % at 9.3 µM; actives 0.083% (n = 340,000); in the data active = inhibition mostly above about 23%, no sharp cut-off; inactive = mostly below about 18%;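 note: 0% = cells with DMSO and 100% = no-cell wells with DMSO; some compounds called inactive have numbers as strong as hits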
# HTR5A ag ctr – HTR5A agonists in luminescence cell assay, primary screen, counter-screen for OPRM1-OPRD1 heterodimer agonist project, full-deck HTS; 5-hydroxytryptamine receptor 5A (Homo sapiens), P47898; cell-based; activation, % at 9.3 µM; actives 0.61% (n = 340,000); in the data active = activation mostly above about 9.5%, no sharp cut-off; inactive = mostly below about 7.6%;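 note: 0% = cells with vehicle only and 100% = reference agonist; strong numbers were not always called active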
# OPRM1-OPRD1 inv – inverse agonists of MOR-DOR heterodimerization, primary screen, cell-based, luminescence | AID 504357, 2011 | Mu-type opioid receptor (Homo sapiens) + Delta-type opioid receptor (Homo sapiens), … | actives 0.21% (n = 340,000) | inhibition, % at 9.3 µM | cell-based MOR-DOR heterodimer luminescence, inverse agonism; in the data active = inhibition above about 22%, passing the limit was not always enough;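 note: 0% = cells with DMSO and 100% = wells without cells with DMSO; values of inactives mirror those of a sister screen read the other way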
# AddAB inh – growth inhibition of E. coli expressing H. pylori AddAB, primary screen, AddAB inhibitor project, absorbance. actives 0.29% (n = 330,000). inhibition, % at 11.9 µM; in the data active = inhibition above about 12%;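 note: 0% = vehicle wells of infected cells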
# DSG3 Ab inh – inhibitors of pemphigus antibody binding to DSG3, primary screen, biochemical, bead-based, flow cytometry, scFv-GFP; Desmoglein-3 (Homo sapiens), P32926; DSG3-coupled beads, scFv-anti-DSG3-GFP binding; stronger effect = lower value; binding (percent of control), % at 10 µM; actives 0.48% (n = 310,000); AID 588358, 2011;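 active = binding more than 3 SD below its plate's average and above zero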;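 note: hits lower antibody fragment binding to DSG3; some compounds called inactive have numbers as strong as hits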
# Target sequence (P32926 whole entry, looked up, the tested form may be a part): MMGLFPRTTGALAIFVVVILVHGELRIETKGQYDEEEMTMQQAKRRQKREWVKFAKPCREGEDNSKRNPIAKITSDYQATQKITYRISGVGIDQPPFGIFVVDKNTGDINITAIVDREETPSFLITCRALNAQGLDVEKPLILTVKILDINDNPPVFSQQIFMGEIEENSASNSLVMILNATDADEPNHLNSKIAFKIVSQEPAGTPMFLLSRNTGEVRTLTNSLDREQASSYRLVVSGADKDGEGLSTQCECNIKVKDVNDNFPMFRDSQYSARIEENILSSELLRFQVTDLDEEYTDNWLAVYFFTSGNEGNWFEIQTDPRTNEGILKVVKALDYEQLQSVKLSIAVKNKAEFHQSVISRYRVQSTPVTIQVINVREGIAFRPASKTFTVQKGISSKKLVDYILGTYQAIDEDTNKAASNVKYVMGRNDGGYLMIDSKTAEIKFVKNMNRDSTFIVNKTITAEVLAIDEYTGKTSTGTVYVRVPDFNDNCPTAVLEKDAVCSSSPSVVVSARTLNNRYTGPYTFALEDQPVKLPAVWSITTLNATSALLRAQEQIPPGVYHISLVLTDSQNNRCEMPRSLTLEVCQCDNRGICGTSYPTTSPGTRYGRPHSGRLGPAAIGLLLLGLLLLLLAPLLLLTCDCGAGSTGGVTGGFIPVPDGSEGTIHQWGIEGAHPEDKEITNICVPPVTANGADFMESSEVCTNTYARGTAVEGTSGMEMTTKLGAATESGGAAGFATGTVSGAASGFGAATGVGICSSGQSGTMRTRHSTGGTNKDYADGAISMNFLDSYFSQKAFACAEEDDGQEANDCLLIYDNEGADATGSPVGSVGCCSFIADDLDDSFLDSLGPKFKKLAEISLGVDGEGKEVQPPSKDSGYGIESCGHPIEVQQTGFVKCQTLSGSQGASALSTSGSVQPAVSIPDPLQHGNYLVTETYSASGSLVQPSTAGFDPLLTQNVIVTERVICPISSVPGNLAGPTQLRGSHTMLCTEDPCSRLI
# phage Ecoli inh – growth loss of phage-infected E. coli, primary screen, RecBCD inhibitor project, absorbance, with phage, HTS | inhibition, % at 11.9 µM | actives 0.26% (n = 360,000) | AID 651602, 2012; in the data active = inhibition above about 11%
# PKA-R1A activ – activators of PKA-R1A holoenzyme, primary screen, biochemical, fluorescence polarization, Cy5-IP20, bovine R1A, mouse PKAc; PKA-R1A dissociation; scaled: DMSO 0%, 113 µM cGMP 100%; activation, % at 11.4 µM; actives 0.083% (n = 340,000);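 active = percent activation above the mean of all tested compounds plus 3 SD, cut at about 19% in these data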;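 note: higher means more PKAc released from R1A so a rise in polarization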
# Numbers without * were called inactive; . = no result given.
SMILES,SUMO Mot1 rescue,MOR-DOR ag,Ecoli viability,PfHsp90 set2,HTR5A inv ctr,HTR5A ag ctr,OPRM1-OPRD1 inv,AddAB inh,DSG3 Ab inh,phage Ecoli inh,PKA-R1A activ
CCCCCCCCc1c(O)nc(-n2[nH]c(C)c(CCO)c2=O)[nH]c1=O,605*,-2.2,-3.7,18,23*,-9,13,-1.0,109,0.1,4
Cc1nn(CC(=O)Nc2ccc(N3CCOCC3)cc2)c(C)c1Br,-6,1.7,-2.4,-1,-47,1,-9,-0.3,106,3.0,-3
Cc1ccc(-n2cc(C(=O)O)c(=O)cc2C)c(C)c1,.,-0.6,-1.3,-21,-2,1,4,-3.3,96,-0.1,-5
COc1ccccc1CNC(=S)NCc1ccc(F)cc1,12,-1.6,0.2,-12,11,-2,5,-0.6,110,1.7,-15
COc1cc(C)c(C#N)c(OC)n1,1,-1.7,-0.5,-3,-16,2,10,2.5,98,1.2,1
C=CCn1c(N)c(C(=O)Nc2cccc(C)c2)c2nc3ccccc3nc21,34,-0.7,-1.1,-10,-13,5,4,-2.4,.,1.4,-2
O=C(COc1cc2oc(=O)c3c(c2cc1Cl)CCCC3)N1C[C@H]2C[C@@H](C1)c1cccc(=O)n1C2,-8,-3.8,-0.5,-19,8,1,19,-0.2,.,0.2,7
Cc1ccc(C)c2[nH]c(=O)c(CCNC(=O)c3ccco3)cc12,8,-2.6,-0.2,7,8,-1,13,1.8,85,2.9,6
COc1cc(OC)cc(C(=O)NCCC(=O)NCCc2ccc(OC)c(OC)c2)c1,5,-1.9,-0.9,-4,15,-1,12,0.3,95,3.2,0
CCn1c(Cc2cccs2)nnc1SCC(=O)c1ccc(C)cc1,12,9.5,0.2,.,-21,-3,-54,2.6,100,2.8,-6
CCOC(=O)N1CCN(C(=O)COc2ccc(Cl)cc2C)CC1,-10,1.7,1.2,8,-5,7,-10,4.4,100,1.1,-4
CCN(Cc1ccccc1)C(=O)CSc1nc(C)cc(C)c1C#N,67,0.9,-2.6,-43,13,-5,-5,1.8,98,1.3,-5
Cc1ccc(C)c(NC(=O)C2=CCN(S(=O)(=O)c3ccc(F)cc3)CC2)c1,-5,-1.1,-0.3,6,-8,3,5,3.6,100,3.0,4
CCOc1ccc(CCNC(=O)COC(=O)COc2ccc(C(=O)CC)cc2)cc1OCC,5,-0.5,0.3,-63,11,0,3,-0.7,100,2.9,1
O=C(Nc1ccc2oc(-c3ccccc3)nc2c1)C1CCCO1 (stereo unspecified),0,-0.5,3.1,3,-38,3,2,6.3,.,3.4,-11
COc1ccc(CCN2Cc3c(cccc3[N+](=O)[O-])C2=O)cc1OC,8,-3.4,2.0,-1,10,-3,15,-1.4,98,2.3,2
O=C(OCc1nnc(-c2ccccc2)o1)c1ccc2ccccc2n1,123,-1.5,3.0,-18,-11,4,8,2.4,.,2.5,-15
CN1CCN(CC(=O)Nc2cc(N3CCOCC3)ccc2[N+](=O)[O-])CC1,0,-1.7,-0.8,-17,-5,2,12,1.6,107,4.3,0
Cc1nc2ncnn2c(N2CCCC(C(=O)Nc3ccc4c(c3)CCC4)C2)c1C (stereo unspecified),1,-2.1,0.3,-6,8,-1,11,-0.3,98,2.9,3
O=C(Cn1cnc2c(nnn2Cc2ccccc2F)c1=O)NCC1CCCO1 (stereo unspecified),209,-1.8,0.2,-7,-18,0,10,-1.0,100,1.2,-9
Cc1cccc(NC(=O)c2cc(NC(=O)C3CC=CCC3C(=O)O)ccc2N2CCOCC2)c1 (stereo unspecified),4,-1.7,-0.2,11,-21,0,9,-0.3,93,-1.0,-5
CCOc1ccc(OCCCC(=O)Nc2cc(S(=O)(=O)N3CCOCC3)ccc2N2CCOCC2)cc1,.,-2.3,.,-3,9,-2,12,.,101,6.3,-21
CSC1=C(C#N)C(c2ccncc2)C(C(=O)Nc2ccccc2)=C(C)N1 (stereo unspecified),-1,3.6,-0.2,0,1,6,-19,0.4,111,1.8,0
COCCNC(=O)[C@@]1(C)C=C[C@@H](Cc2ccccc2)N1C(=O)c1ccccc1,-13,1.3,1.6,-33,20,-8,-7,-1.1,105,4.3,-3
C=CC[C@@H](CC(=O)N(CCO)Cc1ccccc1)C(=O)N[C@@H](C)COC(=O)[C@@H](CC=C)Cc1ccc(F)cc1,15,0.6,-0.7,6,-13,2,-3,-2.2,103,1.1,-7
# New compounds follow.
SMILES,SUMO Mot1 rescue,MOR-DOR ag,Ecoli viability,PfHsp90 set2,HTR5A inv ctr,HTR5A ag ctr,OPRM1-OPRD1 inv,AddAB inh,DSG3 Ab inh,phage Ecoli inh,PKA-R1A activ
C=CCNC(=O)CC1C(=O)NCCN1Cc1c(F)cccc1Cl (stereo unspecified),-23,0.2,1.5,-22,14,-4,-1,1.1,111,3.7,3
CCCCN(CC)Cc1ccc(CNC(=S)Nc2cccc(F)c2)o1,-18,5.5,-0.8,0,3,-1,-30,1.1,109,2.4,-5
COc1ccc(-c2nc(CN(C)C(C)c3ccon3)c(C)o2)c(C)c1C (stereo unspecified),-8,1.0,1.5,13,-4,1,-5,3.4,102,3.6,0
COc1ccccc1CCC(=O)Oc1ccc(C#N)cc1OC,-7,-2.0,.,-13,2,0,10,.,.,2.0,-10
Cc1ccc(CNC(=O)N2CCN(S(=O)(=O)c3ccccc3)CC2)cc1,0,-1.6,0.5,2,-2,1,7,-0.3,110,3.5,5
COc1ccccc1NC(=O)[C@@H]1CCCN1S(=O)(=O)c1ccc(Cl)cc1,-21,0.5,1.7,-1,-5,2,-2,1.5,.,1.8,1
CCc1ccc(C(=O)CN2C(=O)NC(C)(CCc3ccccc3)C2=O)cc1 (stereo unspecified),5,2.8,0.4,-5,-19,1,-15,1.7,110,2.3,-5
Cc1ccc(NC(=O)CSc2nnc(CNC(=O)c3ccccc3F)o2)cc1Cl,-2,-3.4,-1.4,-8,13,-7,18,3.0,103,4.1,-19
O=C(/C=C/c1ccccc1)Nc1ccc(C(=O)N2CCCCC2)cc1,11,-2.8,-1.1,21,6,-4,13,0.8,104,5.1,14
COc1ccc(CN(C)Cc2nc3cc(OC)c(OC)cc3c(=O)[nH]2)c(OC)c1,4,-1.6,-0.2,.,13,3,8,-2.4,114,2.1,-5
Cc1cc(NC(=S)NC(=O)C2CC2)ccc1Br,58,1.0,-0.5,.,27,0,-5,-1.2,112,3.4,-7
O=C(CCC(=O)n1ncc2ccccc21)NCc1ccccc1Cl,4,-0.7,-0.3,22,-5,2,4,-0.8,100,1.6,-17
CCC1=NN(C(=O)c2ccc([N+](=O)[O-])cc2)C(O)(c2ccccc2)C1 (stereo unspecified),-2,-2.5,2.2,5,23,-1,13,1.2,95,1.4,-6
CC1CCC/C(=N/Nc2nc3ccccc3s2)C1 (stereo unspecified),-7,0.7,-1.6,12,26,1,-3,-1.8,105,2.6,-7
Cc1ccc(NC(=O)CC2NCCNC2=O)cc1Cl (stereo unspecified),22,-1.3,2.0,1,17,4,6,2.7,97,3.0,-8
COc1ccc(NC(=O)N2CCCC(C(=O)Nc3cccc(C)c3C)C2)cc1 (stereo unspecified),3,0.1,-1.7,-72,13,-5,-1,2.4,.,0.8,13
Cc1nn(CCOc2ccccc2)c(=O)n1-c1ccc(F)cc1,-4,-1.6,-3.2,-3,4,-1,8,4.1,102,0.6,4
Cc1cc(C(=O)N/N=C/c2cc(Br)c(Br)o2)n[nH]1,2,1.4,1.4,-51,5,1,-9,3.1,102,2.4,1
COCCCN(C(=O)Cc1coc2cc(C)c(C)cc12)c1c(N)n(Cc2ccccc2)c(=O)[nH]c1=O,15,-3.0,-0.3,-99,8,-3,15,1.2,98,1.2,10
Cc1cc(C)cc(OC(C)C(=O)Nc2ccc3c(c2)n(C)c(=O)n3C)c1 (stereo unspecified),9,-1.4,.,-2,-21,-4,7,.,116,-0.1,-10
CCCC1C(=O)N2C(N(C)C)=Nc3ccc(C)cc3N2C1=O (stereo unspecified),10,-1.6,-0.1,-1,-21,-2,9,-3.0,128,3.3,-7
O=C(CCl)NN1C(=O)NC(c2ccccc2)(c2ccccc2)C1=O,3,-2.7,0.1,-11,2,-1,14,0.2,101,1.9,-4
COc1ccc(C(=O)CN2C(=O)c3ccccc3S2(=O)=O)cc1,8,.,1.9,.,.,.,.,2.4,104,-0.5,.
CCn1cc(CCC(=O)NCCN2CCOCC2)c2ccccc21,0,-0.8,-7.0,-18,-10,3,4,1.0,104,0.7,-8
Cn1cnc(S(=O)(=O)N2CCN(c3ccc(Cl)cc3)CC2)c1,95,-1.3,1.4,6,11,-3,7,4.4,110,-17,3

# Structures above containing fluorine, in the order listed:
SMILES,SUMO Mot1 rescue,MOR-DOR ag,Ecoli viability,PfHsp90 set2,HTR5A inv ctr,HTR5A ag ctr,OPRM1-OPRD1 inv,AddAB inh,DSG3 Ab inh,phage Ecoli inh,PKA-R1A activ
COc1ccccc1CNC(=S)NCc1ccc(F)cc1,12,-1.6,0.2,-12,11,-2,5,-0.6,110,1.7,-15
Cc1ccc(C)c(NC(=O)C2=CCN(S(=O)(=O)c3ccc(F)cc3)CC2)c1,-5,-1.1,-0.3,6,-8,3,5,3.6,100,3.0,4
O=C(Cn1cnc2c(nnn2Cc2ccccc2F)c1=O)NCC1CCCO1 (stereo unspecified),209,-1.8,0.2,-7,-18,0,10,-1.0,100,1.2,-9
C=CC[C@@H](CC(=O)N(CCO)Cc1ccccc1)C(=O)N[C@@H](C)COC(=O)[C@@H](CC=C)Cc1ccc(F)cc1,15,0.6,-0.7,6,-13,2,-3,-2.2,103,1.1,-7
C=CCNC(=O)CC1C(=O)NCCN1Cc1c(F)cccc1Cl (stereo unspecified),-23,0.2,1.5,-22,14,-4,-1,1.1,111,3.7,3
CCCCN(CC)Cc1ccc(CNC(=S)Nc2cccc(F)c2)o1,-18,5.5,-0.8,0,3,-1,-30,1.1,109,2.4,-5
Cc1ccc(NC(=O)CSc2nnc(CNC(=O)c3ccccc3F)o2)cc1Cl,-2,-3.4,-1.4,-8,13,-7,18,3.0,103,4.1,-19
Cc1nn(CCOc2ccccc2)c(=O)n1-c1ccc(F)cc1,-4,-1.6,-3.2,-3,4,-1,8,4.1,102,0.6,4

# Screening data deposited in PubChem BioAssay by several laboratories.
